Source: PubChem BioAssay
A549 tox: counter-screen for Nrf2 inhibitors: cytotoxicity in A549 cells; actives 0.16% (n = 390,000); AID 504648; Potency, µM (doses to about 46 µM), for inactives: at the highest dose activity change, negative = cytotoxicity, hits mostly inhibitors; A549 ARE-Fluc cells, CellTiter-Fluor viability, 18-24 h; further: potency means the concentration at half of the fitted maximal effect; on the % scale 0 is the no-effect control and ±100 the full control effect
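A549 ARE-Fluc cells in 5% FBS OPTI-MEM, 5000 cells/well, rested 2 h then exposed to compounds in concentration-response for 18-24 h at 37 °C. Viability by CellTiter-Fluor fluorescence (Ex 405/Em 525) after 30 min; luciferase luminescence (BugLite, 15 min, RT) read afterwards.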
pAkt inh: inhibitors of Akt phosphorylation; Neuro2A IGF-stimulated pAkt S473 HTRF, 20 min; stronger effect = lower value; actives 0.32% (n = 360,000); activity change, % for hits at 50 µM; in the data active means activity change below about -80%; inconclusive means mostly about -51% to -80%; further: on the % scale 0 is the no-effect control and ±100 the full control effect
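Neuro2A cells in DMEM with 0.5% FBS, overnight at 37 deg C, given compound at single 50 µM final, then IGF (6 nM final) for 20 min at 37 deg C. Lysed; phospho-Akt Ser473 by HTRF after 24 h, 665/615 ratio.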
EPAC2 antag: blocks human EPAC2 exchange factor. EPAC2 GEF exchange of Rap1B-BODIPY-GDP, fluorescence. Potency, µM (series often up to 114 µM), for inactives: at the highest dose activity, negative = inhibition, usual class: inhibitors. actives 0.18% (n = 360,000); further: potency means the concentration at half of the fitted maximal effect; on the % scale 0 is the no-effect control and ±100 the full control effect; nearly all actives have a fitted effect of over 45% in size; many of its hits are not listed in these tables
Target sequence (Q8WZA2 whole entry, looked up): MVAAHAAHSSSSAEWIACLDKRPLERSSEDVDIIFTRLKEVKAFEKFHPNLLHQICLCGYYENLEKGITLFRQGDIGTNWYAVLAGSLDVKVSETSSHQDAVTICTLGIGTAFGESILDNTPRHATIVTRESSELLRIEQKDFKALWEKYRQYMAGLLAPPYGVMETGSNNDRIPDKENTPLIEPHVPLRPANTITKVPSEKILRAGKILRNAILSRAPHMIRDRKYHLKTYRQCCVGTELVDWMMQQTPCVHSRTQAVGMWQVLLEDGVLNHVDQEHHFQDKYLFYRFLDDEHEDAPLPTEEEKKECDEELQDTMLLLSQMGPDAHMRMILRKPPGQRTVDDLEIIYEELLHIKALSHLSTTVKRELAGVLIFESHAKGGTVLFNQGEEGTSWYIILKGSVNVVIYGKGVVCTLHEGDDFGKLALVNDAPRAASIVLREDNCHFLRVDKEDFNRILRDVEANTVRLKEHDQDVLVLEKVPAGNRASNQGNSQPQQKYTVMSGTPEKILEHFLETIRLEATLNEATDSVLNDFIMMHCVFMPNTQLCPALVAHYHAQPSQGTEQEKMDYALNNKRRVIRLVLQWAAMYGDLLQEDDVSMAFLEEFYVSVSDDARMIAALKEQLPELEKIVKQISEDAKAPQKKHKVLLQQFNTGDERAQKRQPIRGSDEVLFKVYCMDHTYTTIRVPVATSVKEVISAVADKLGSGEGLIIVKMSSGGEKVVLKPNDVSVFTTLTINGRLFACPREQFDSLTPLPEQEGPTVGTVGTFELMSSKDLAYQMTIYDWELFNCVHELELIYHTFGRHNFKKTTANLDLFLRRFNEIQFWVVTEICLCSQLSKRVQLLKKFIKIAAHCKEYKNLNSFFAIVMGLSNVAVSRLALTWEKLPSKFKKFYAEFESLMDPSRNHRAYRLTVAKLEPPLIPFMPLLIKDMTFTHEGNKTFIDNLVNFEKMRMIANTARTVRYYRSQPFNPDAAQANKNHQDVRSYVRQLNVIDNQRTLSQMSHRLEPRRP
Nrf2 activator: activates Nrf2 signaling | Potency, µM (doses to about 46.1 µM), for inactives: at the top dose activation, actives largely listed as activators | AREc32 ARE-luciferase reporter (MCF7-derived line), luminescence, 24 h | actives 0.31% (n = 410,000) | AID 624171; further: potency means the concentration at half of the fitted maximal effect; % of control where 0% means no effect; nearly all actives have a fitted effect of over 65% in size
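Cells of the AREc32 ARE-luciferase line are plated in OPTI-MEM containing 5% FBS and left overnight at 37 deg C. Compounds are pinned in, incubation continues 24 hr, and firefly luciferase signal is then measured.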
Nrf2 inh: inhibitors of Nrf2 signaling; actives 2.1% (n = 360,000); A549 ARE-Fluc reporter, luciferase luminescence, 18-24 h; Potency, µM (series often up to 46 µM), for inactives: top-dose activity change, negative = inhibition, actives largely listed as inhibitors; further: potency means the concentration at half of the fitted maximal effect; on the % scale 0 is the no-effect control and ±100 the full control effect; nearly all actives have a fitted effect of over 60% in size
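A549 ARE_Fluc cells, 5000/well, 5% FBS OPTI-MEM; compounds in dose-response, 18-24 h at 37 °C/5% CO2; CellTiter-Fluor viability read (Ex 405/Em 525), then BugLite luciferase luminescence = Nrf2 activity.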
CCT modulator: cytosolic chaperonin activity modulation. activity change, % (no concentration beside the values), hits read low. purified chaperonin ATPase assay, HTRF ADP detection, 30 min. actives 0.3% (n = 360,000); in the data active means activity change below about -30%; further: on the % scale 0 is the no-effect control and ±100 the full control effect
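We incubate TRiC, 40 or 20 nM final, with library compounds at 76 uM and 10 uM ATP for 30 min at 37 °C. ADP formed is detected with Transcreener HTRF reagents after 30 min at room temperature.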
TGFb inhibitor: blocks TGF-b signaling | HepG2 CAGA-GFP TGF-b/SMAD3 reporter, GFP fluorescence, 18 h; TGF-beta stimulated, 500 pg/mL final | Potency, µM (top dose mostly 46.1 µM), for inactives: at the highest dose activity, negative = inhibition, usual class: inhibitors | actives 1.2% (n = 410,000) | AID 588855; further: potency means the concentration at half of the fitted maximal effect; on the % scale 0 is the no-effect control and ±100 the full control effect; nearly all actives have a fitted effect of over 65% in size
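Smad-responsive CAGA-GFP expression was quantified in HEPG2 cells exposed to compounds and 500 pg/mL final TGF-beta for 18 h at 37 degrees C; unstimulated wells defined full inhibition.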
Mm-Cpn inhibitor: M. maripaludis TRiC chaperonin inhibition; purified Mm-Cpn ATPase, ADP Transcreener TR-FRET; Potency, µM (top dose mostly 76.9 µM), for inactives: at the highest dose activity, negative = inhibition, most hits filed as inhibitors; actives 0.031% (n = 330,000); AID 504842; further: potency means the concentration at half of the fitted maximal effect; on the % scale 0 is the no-effect control and ±100 the full control effect; nearly all actives have a fitted effect of over 80% in size
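Inhibition of chaperonin ATP hydrolysis is measured as reduced ADP production, detected by competitive TR-FRET in which signal falls with ADP. Final enzyme 25 nM and ATP 10 uM, reacted 30 min at 37°C.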
EPAC2 agonist: EPAC2 (human) agonism. Potency, µM (titrated, usually from 154 µM), without a hit: at the top dose activation, hits mostly activators. actives 0.079% (n = 360,000). Q8WZA2. AID 720711. EPAC2 activation, biochemical qHTS; response scale: 100% = 6.5 mM cAMP response; further: potency means the concentration at half of the fitted maximal effect; nearly all actives have a fitted effect of over 50% in size
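Nucleotide exchange monitored as fluorescence drop when BODIPY-GDP leaves Rap1B. Reaction: 100 nM EPAC2, 250 nM RAP1B-BODIPY-GDP, 50 uM GDP, room temperature, kinetic read over 30 min. Activity expressed relative to 6.5 mM cAMP.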
Numbers without * were called inactive; i = inactive; ? = inconclusive; · = not tested or not shown; & = joins results of further samples; [ ] = remark or other dose. Unless noted, the call rests on the fitted dose curve; in most records, active means well fitted curve in the direction sought with a large enough effect; inconclusive means small, poorly fitted or top-dose-only effect, or another doubt; inactive means no such curve, though single readings can be large; an effect the other way counts as inactive or inconclusive.

Below each compound – EPAC2 antag	Nrf2 activator	A549 tox	CCT modulator	EPAC2 agonist	pAkt inh	Mm-Cpn inhibitor	TGFb inhibitor	Nrf2 inh
- Cc1c(C(=O)Nc2ccccc2)c2ccc(C(F)(F)F)cc2n1O
 : 1%	2.5%	-14%	1.1	-3%	i	·	?	-18%
- O=C(CNC(=O)c1ccccc1F)NCCCN1CCCC1=O
 : 1%	0.1%	0%	-2.0	3%	i	1%	9%	23%
- CCOc1cc(/C=N/NC(=O)c2ccccc2OCc2ccc(F)cc2)ccc1O
 : 3%	-0.6%	0%	-1.1	19%	i	0%	1%	6%
- COc1ccc(CNc2nc(-c3ccco3)nn2C(=O)CC(C)C)cc1
 : ·	-0.3%	12%	·	·	·	·	-22%	?
- N#C/C(=N\Nc1ccc([N+](=O)[O-])cc1)C(=N)N1CCOCC1
 : 1%	9.1%	?	-2.1	-1%	i	0%	-10%	?
- O=C(OCC1CC(c2ccccn2)=NO1)c1ccc(Br)cc1 (stereo not given)
 : 0%	2.2%	0%	-0.4	10%	i	-1%	0%	19%
- O=C1NN(c2ccccc2)C(=O)/C1=C\c1coc2ccc(O)cc2c1=O
 : 1%	?	-12%	-0.1	5%	i	-7%	?	0%
- CNC(=O)C1CC(=O)N(c2ccc(OCC(=O)NCc3ccccc3)cc2)C1 (stereo not given)
 : 3%	-0.6%	0%	-0.3	7%	i	0%	-8%	4%
- Cc1cccc(-c2c3c(=O)n(C)c(=O)n(C)c3cn2CC2CCCO2)c1 (stereo not given)
 : -1%	0.8%	-13%	-5.1	4%	i	0%	0%	16%
- O=C(O)CNS(=O)(=O)c1ccc2[nH]c(=O)c(=O)[nH]c2c1
 : -3%	-0.4%	-4%	-7.1	8%	i	-3%	-26%	4%
- Oc1ccc(N2CCN(c3nnnn3-c3ccccc3)CC2)cc1
 : 9%	-1.1%	2%	-1.9	12%	i	0%	12%	-18%
- Cc1cc(C(=O)Nc2ccc(Cl)cc2)on1
 : 0%	0.6%	-3%	-1.4	5%	i	-2%	8%	-1%
- O=C(Nc1nnc(C2=COCCO2)o1)c1cccc([N+](=O)[O-])c1
 : -4%	2.8%	6%	-3.0	12%	i	0%	-1%	-2%
- O=C(CCC1N=C2c3ccccc3N=C(SCC(=O)Nc3ccccc3F)N2C1=O)NCc1cccs1 (stereo not given)
 : ·	1.1%	2%	·	·	·	·	14%	-4%
- COc1ccc2c(c1)-c1ccccc1S(=O)(=O)N(C)C2
 : -25%	0.3%	7%	-1.0	2%	i	-1%	1%	10%
- Cc1c(C(=O)OCC(=O)NCCc2ccc(S(N)(=O)=O)cc2)oc2ccccc12
 : 5%	-0.7%	-3%	0.2	6%	i	-4%	-8%	0%
- CCn1c(SCC(=O)Nc2ccc(C(C)=O)cc2)nc2ccccc21
 : 3%	2.9%	4%	-1.4	-7%	i	1%	14%	-2%
- Cc1ccc(S(=O)(=O)N(CC(=O)N2CCC(C(N)=O)CC2)Cc2ccc(F)cc2)cc1
 : -19%	-0.3%	5%	3.9	6%	i	1%	35%[activator]	-7%
- CN(C)c1cc[n+](CC(=O)Nc2ccc(Oc3ccccc3)cc2)cc1
 : 6%	0.9%	-16%	0.0	6%	i	-1%	0%	23µM*
- Cn1cnnc1SCC(=O)Nc1ccccc1C(=O)NC1CCCC1
 : 9%	0.0%	-3%	0.3	3%	i	-7%	-4%	7%
- COc1ccc(NC(=O)c2ccc(CNc3c(NC4CCCCC4)c(=O)c3=O)cc2)cc1OC
 : 11%&10%	-0.8%&-1.0%	0%&18%	-1.0&-1.8	2%&-6%	i	1%	0%&-4%	1%&-1%
- CN(C)S(=O)(=O)c1cccc(NC(=O)c2cc(-c3cccs3)nn2-c2ccccc2)c1
 : 6%	0.1%	1%	-1.4	4%	i	-15%	0%	11%
- N#Cc1ccc(N/N=C/c2ccccc2)c([N+](=O)[O-])c1
 : -7%	4.1%	-5%	-0.9	14%	i	-22%	0%	-10%
- CC(C)CC1=NC(C(F)(F)F)(C(F)(F)F)c2c(n(CC(C)C)c(=O)[nH]c2=O)N1
 : -2%	-0.3%	22%	0.0	-12%	i	-1%	2%	-6%
- COc1ccc([C@H]2CC(=O)C[C@@H](CCn3cc(-c4ccc(F)cc4)nn3)O2)cc1
 : 0%	0.4%	·	0.1	-7%	i	·	·	·
- CCOc1ccc(-c2noc(COC)n2)cc1OC
 : 4%	0.8%	-4%	-3.1	4%	i	1%	-3%	?
- CC(c1ccccc1C(O)(c1ccccc1)c1ccccc1)N(C)C (stereo not given)
 : -10%	0.0%	-11%	-0.4	5%	i	0%	?	3%
- CN(C)C1=NCC(CSC(=N)N)S1 (stereo not given)
 : 2%	7.7%	-4%	0.3	9%	i	-1%	-6%	16%
- O=C(COc1ccccc1Cl)NCCCNC(=O)c1cccnc1
 : -6%	-3.1%	2%	-0.7	1%	i	-3%	6%	3.7µM*
- O=C(Nc1ccccn1)NC1CCCCC1
 : 17%	4.0%	-1%	0.8	5%	i	-2%	-2%	26%
- O=[N+]([O-])c1ccccc1/C=N/N1CCN(Cc2ccccc2)CC1
 : 0%	2.3%	-11%	-4.9	10%	i	4%	-28%	?
- O=C(CCC1CCCC1)Nc1ccc(OCC(=O)N2CCOCC2)cc1
 : 4%	-0.8%	-7%	0.9	-5%	i	-1%	2%	-23%
- CCOC(=O)N1CCc2c(sc3c2c(=O)n(Cc2ccccc2)c(=O)n3Cc2cccc(Cl)c2)C1
 : ·	-0.7%	9%	·	·	·	·	-33%	-15%
- Cc1cc(=O)oc2cc(OCC(=O)N3CCN(c4ccc(F)cc4)CC3)c(Cl)cc12
 : -2%	-0.4%	-9%	-3.0	-2%	i	3%	5%	?
- CN(C)CCCOc1ccc(-c2ccc3nncn3c2)cn1
 : 3%	0.3%	·	-1.2	8%	i	·	25%	·
- O=C(ON=C1CCN(S(=O)(=O)c2ccccc2)CC1)c1cccc(Cl)c1
 : -5%	-0.5%	1%	-0.9	15%	i	-1%	0%	15%
- CCOC(=O)c1sc(N)c(C#N)c1CSc1nnc(C2CC2)n1N
 : 13%	-0.2%	-4%	-39*	6%	i	1%	30%[activator]	7%
- O=S(=O)(c1ccc(Cl)nc1)N1CCN(Cc2ccc3c(c2)OCO3)CC1
 : 3%	0.1%	0%	-0.2	1%	i	0%	?	11%
- COc1ccc(-c2cc3ccc(OCC(C)=O)cc3oc2=O)cc1
 : -2%	-0.3%	-3%	-1.5	8%	i	-3%	9%	?
- CCn1cc(C(=O)N2CCCC(CO)(Cc3ccccc3C)C2)cn1 (stereo not given)
 : -2%	0.3%	1%	-0.6	0%	i	0%	-5%	?
- CCOC(=O)c1sc(NC(=O)C2CCC2)cc1C
 : 10%[57.1 µM]	7.7%	2%	1.6	-10%	i	?	1%	2%
- CN1CCN(C(=O)/C(=C/c2cn(C)c3ccccc23)NC(=O)c2ccccc2)CC1
 : 5%	2.8%	1%	0.2	13%	i	-5%	0%	7%
- COc1ccccc1NC(=O)c1oc2ccccc2c1C
 : 8%	?	·	0.3	19%	i	·	-11%	·
- CCOC(=O)C1CCCN(S(=O)(=O)c2cc(Br)cc3c2N(C(C)=O)CC3)C1 (stereo not given)
 : -13%	1.4%&0.2%	8%&3%	-1.6	14%	i	1%	10%&-25%	?
- CCNC(=S)N1CCN(CCN=CC2=C(O)CC(C)(C)CC2=O)CC1
 : 0%	0.1%	7%	0.0	2%	i	-1%	-16%	2%

Just EPAC2 agonist (2 entries from above):
Structure,EPAC2 agonist
CCNC(=S)N1CCN(CCN=CC2=C(O)CC(C)(C)CC2=O)CC1,2%
COc1ccc(-c2cc3ccc(OCC(C)=O)cc3oc2=O)cc1,8%

Next section
Below each compound – EPAC2 antag	Nrf2 activator	A549 tox	CCT modulator	EPAC2 agonist	pAkt inh	Mm-Cpn inhibitor	TGFb inhibitor	Nrf2 inh
- COc1cccc(Nc2nc(-c3ccccc3)c3cc(C)ccc3n2)c1
 : ·	0.8%	7%	·	·	·	·	-29%	-9%
- Cc1ccc(S(=O)(=O)C2(C(=O)Nc3nccs3)CC2)cc1
 : -4%	-0.8%	2%	0.1	7%	i	0%	?	?
- O=C1NC(=Nc2ccccc2)/C(=C/c2ccco2)S1
 : 13%	?	?	-1.9	6%	i	-2%	2%	?
- COc1ccc(C2CC(=O)c3c(O)cc(O)cc3O2)c(CC=C(C)C)c1OC (stereo not given)
 : ?	0.4%	?	0.2	4%	i	·	?	?
- OCc1ccccc1N=Cc1cccnc1
 : 5%	0.4%	1%	-0.3	9%	i	-2%	-4%	-1%
- O=C(O)c1ccc(NC(=O)c2cc(S(=O)(=O)N3CCCCC3)c(Cl)cc2Cl)cc1
 : ·	3.4%	-8%	·	·	·	·	0%	?
- CC(C)C(=O)Nc1cc(S(=O)(=O)N2CCOCC2)ccc1N1CCCCC1
 : -9%	2.2%	0%	-2.9	-3%	i	-1%	1%	0%
- O=C(c1cc(-c2ccccc2)on1)N1CCN(c2ccccc2)CC1
 : 3%	0.0%	2%	1.4	-8%	i	1%	0%	-37%
- COc1ccc(-c2csc(NC(=O)c3cc(C)on3)c2C#N)cc1OC
 : 20%	-0.3%	2%	3.8	10%	i	-1%	4%	5%
- O=C(Nc1ccccc1)NC1(C(=O)N2CCN(C(=O)c3ccco3)CC2)CCCCC1
 : 9%	0.2%	-8%	-0.6	-1%	i	2%	9%	-15%
- COc1ccc2cc(C(N)=O)c(=Nc3ccc(C)cc3)oc2c1
 : -24%	2.4%	-6%	-1.7	5%	i	2%	0%	?
- Fc1ccc(-c2csc(-c3ccc(C4SCCS4)cc3)n2)cc1F
 : ?	11%	-3%	0.8	9%	i	-1%	2%	?

This is a subset. The share of hits here may be higher or lower than overall.
